# Screening results: PubChem BioAssay, several laboratories
# ABCB1 inh – human ABCB1 inhibition, ABCG2 as counter-screen; P08183; CCRF-Adr cells, JC-1 efflux, flow cytometry; inhibition, % at 6.6 µM; 190,000 tested, 0.067% active; AID 1326; in the data active = inhibition above about 40%;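 note: 0% = vehicle and 100% = reference inhibitor; higher value means more JC-1 retained so stronger ABCB1 efflux block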
# Target sequence (P08183 whole entry, looked up): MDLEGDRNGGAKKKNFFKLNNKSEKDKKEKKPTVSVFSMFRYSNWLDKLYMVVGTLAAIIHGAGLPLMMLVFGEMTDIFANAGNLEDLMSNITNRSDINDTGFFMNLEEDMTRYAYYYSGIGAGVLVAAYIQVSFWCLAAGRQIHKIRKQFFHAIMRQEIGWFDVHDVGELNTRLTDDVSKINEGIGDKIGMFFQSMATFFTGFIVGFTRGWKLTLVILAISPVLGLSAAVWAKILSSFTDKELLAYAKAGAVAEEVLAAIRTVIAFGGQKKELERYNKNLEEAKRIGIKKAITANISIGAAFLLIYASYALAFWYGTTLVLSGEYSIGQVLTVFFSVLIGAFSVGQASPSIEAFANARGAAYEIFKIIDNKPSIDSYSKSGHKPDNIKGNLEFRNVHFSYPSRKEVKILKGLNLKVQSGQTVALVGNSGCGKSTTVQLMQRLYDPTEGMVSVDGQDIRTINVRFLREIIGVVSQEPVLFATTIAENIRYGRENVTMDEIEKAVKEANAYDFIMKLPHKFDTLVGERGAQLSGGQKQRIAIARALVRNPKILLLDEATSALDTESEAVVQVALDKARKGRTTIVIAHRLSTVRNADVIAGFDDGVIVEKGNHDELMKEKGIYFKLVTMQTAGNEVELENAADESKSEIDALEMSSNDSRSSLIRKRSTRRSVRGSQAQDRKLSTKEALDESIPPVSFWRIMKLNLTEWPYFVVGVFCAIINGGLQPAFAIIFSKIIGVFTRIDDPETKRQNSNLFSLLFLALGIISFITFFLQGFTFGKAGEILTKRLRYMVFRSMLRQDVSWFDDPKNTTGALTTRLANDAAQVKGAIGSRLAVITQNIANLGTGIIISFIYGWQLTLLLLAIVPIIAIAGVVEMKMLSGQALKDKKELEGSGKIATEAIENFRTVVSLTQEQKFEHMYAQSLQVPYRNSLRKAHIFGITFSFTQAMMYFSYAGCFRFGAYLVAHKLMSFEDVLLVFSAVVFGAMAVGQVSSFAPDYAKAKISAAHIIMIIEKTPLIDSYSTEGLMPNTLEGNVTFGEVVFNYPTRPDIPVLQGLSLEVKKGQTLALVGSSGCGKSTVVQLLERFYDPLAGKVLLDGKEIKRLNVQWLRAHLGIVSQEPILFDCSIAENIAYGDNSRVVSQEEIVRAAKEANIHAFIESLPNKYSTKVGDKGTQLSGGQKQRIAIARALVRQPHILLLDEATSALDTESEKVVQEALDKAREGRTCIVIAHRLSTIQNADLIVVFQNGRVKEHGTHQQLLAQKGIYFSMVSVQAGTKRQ
# Avidin bead fluor – compound fluoresces at 488/530 nm on avidin beads. 220,000 tested, 0.38% active. AID 1775. compound fluorescence 488/530 nm, flow cytometry; stronger effect = higher value. fluorescence (KMESF) at 10 µM; in the data active = fluorescence above about 47; note: inactives centre near 10
# GSH fluor – compound fluoresces at 488/530 nm on GSH beads; GSH beads flow cytometry, compound fluorescence 488/530 nm; stronger effect = higher value; fluorescence (KMESF) at 10 µM; 190,000 tested, 0.25% active; AID 1776; in the data active = fluorescence above about 89;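 note: glutathione beads carrying GST-tagged Bcl family fusion proteins plus one bare bead set; values are compound well signal with DMSO vehicle wells as background; inactives centre near 16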
# Cdc42 wt GTP – human Cdc42 wildtype GTP binding change, either direction; AID 761; P60953; GST-Cdc42 beads, Bodipy-GTP binding, flow cytometry; actives lie on both sides; percent activity (GTP binding), % at 10 µM; 190,000 tested, 0.2% active;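 active = percent activity GTP binding at least 20 points away from the 100% baseline, either down as inhibitor or up as activator; inconclusive = compound flagged as likely green fluorescent from well-wide comparison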;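 note: median bead fluorescence of bound Bodipy-FL-GTP at 100 nM; 0% = excess unlabeled GTP control and 100% = no compound control; below 100% means less GTP binding so inhibitor and above means activator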
# ABCG2 block – human ABCG2 inhibition, ABCB1 as counter-screen. IgMXP3 cells, JC-1 efflux, flow cytometry. AID 1325. inhibition, % at 6.6 µM. 190,000 tested, 0.1% active;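 active = inhibition above 80%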;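 note: 0% = DMSO and 100% = nicardipine control wells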
#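 Measure – % inhibition of efflux relative to nicardipine and DMSO · Test system – ABCG2 IgMXP3 and barcoded ABCB1 CCRF-Adr cell mix · Control set – nicardipine as high control, DMSO as low control · Compound – one concentration, 6.6 µM final · Signal – flow cytometry of retained JC-1 fluorescence · Timing – 10 min exposure at 25 °C with rotation, no wash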
# HRas wt GTP – modulators of GTP binding to human HRas wildtype. P01112. GST-Ras wt beads, Bodipy-FL-GTP binding, flow cytometry; actives lie on both sides. GTP binding activity, % at 10 µM. 190,000 tested, 0.14% active;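 active = GTP binding activity at least 20% away from the 100% baseline, either lowered as inhibitor or raised as activator; inconclusive = flagged as likely green fluorescent, judged across all proteins in the well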;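 note: 0% = unlabeled GTP competition control and 100% = no-compound control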
# Rac1 mut GTP – human Rac1 activated mutant GTP binding change. P63000. GST-Rac1 activated beads, fluorescent GTP binding, flow cytometry; actives lie on both sides; 100% means binding = to untreated wells. percent activity (GTP binding), % at 10 µM. 190,000 tested, 0.11% active;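 active = GTP binding at least 20 percentage points away from the 100% baseline, in either direction, so actives lie on both sides; inconclusive = Compound likely fluorescent itself, or too few beads counted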
# Rac1 wt GTP bind – alters GTP binding to wildtype human Rac1; GST-Rac1 beads, fluorescent GTP binding, flow cytometry; actives lie on both sides; 0 = cold GTP competed, 100 = untreated; GTP binding activity (% of control), % at 10 µM; P63000; 190,000 tested, 0.27% active;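 active = GTP binding activity at least 20 points away from the 100% control level, either lower or higher; inconclusive = compound flagged as likely green fluorescent, judged across all proteins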
# Pf gametocyte – inhibitors of late stage P. falciparum gametocyte viability | 150,000 tested, 0.065% active | AID 743093 | P. falciparum stage V gametocytes, ATP luminescence, 24 h | inhibition, % at 10.9 µM;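 active = inhibition above the mean plus 3 SD of compounds within the control limits, set per campaign, cut at about 38% in these data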;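 note: 0% = DMSO wells and 100% = medium only without gametocytes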
# Rab7 wt GTP bind – dog Rab7 wildtype GTP binding, inhibitors and activators. 190,000 tested, 0.055% active. AID 758. GTP binding activity (percent of control), % at 10 µM. GST-Rab7 beads, fluorescent GTP binding, flow cytometry; actives lie on both sides; untreated = 100%, excess cold GTP = 0%;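 active = fluorescent GTP binding to Rab7 beads changed by at least 20 points from the 100% baseline, either direction, mostly lower; inconclusive = compound itself probably fluorescent, or too few beads counted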;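 note: median green fluorescence of bound Bodipy-FL-GTP per Rab7 bead population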
# Rab2A wt mod – changes GTP binding to wildtype dog Rab2A, up or down | 190,000 tested, 0.19% active | GST-Rab2 wt beads, Bodipy-GTP binding, flow cytometry | P61105 | AID 760 | GTP binding activity, % at 10 µM;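 active = GTP binding activity at least 20 points away from 100%, either lowered or raised; inconclusive = signal likely due to the compound's own green fluorescence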;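 note: 0% = beads with excess unlabeled GTP and 100% = no-compound control corrected for plate trend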
# Starred values were filed as active, the others as inactive; u = inconclusive; x = not tested or not shown.
no.	SMILES	ABCB1 inh	Avidin bead fluor	GSH fluor	Cdc42 wt GTP	ABCG2 block	HRas wt GTP	Rac1 mut GTP	Rac1 wt GTP bind	Pf gametocyte	Rab7 wt GTP bind	Rab2A wt mod
1	CCOC(=O)c1c(C)[nH]c(C)c1C(=O)CSc1nc2ccccc2c(=O)n1-c1ccc(Cl)cc1	8.4	3	7	97	0	97	99	100	-13	102	97
2	Cc1ccc2nc(SCC(=O)Nc3c(F)cccc3F)[nH]c2c1	0.3	11	13	106	2	102	99	102	x	104	102
3	Cc1cc(C)cc(OCc2ccc(C(=O)N3N=C(C(F)F)CC3(O)C(F)F)o2)c1 (stereo not given)	0.6	25	30	101	23	99	100	103	x	96	99
4	CN1C(=O)C(=O)N(CC(=O)N2CCc3ccccc32)C1=O	0.7	5	37	102	2	102	99	101	-30	100	101
5	Cc1ccnc(N2CCC(C(=O)Nc3ccc4c(c3)CCC4)CC2)n1	0.0	26	14	103	0	100	100	106	-11	102	100
6	Cc1ccc(SCC(=O)Nc2ccc(F)cc2[N+](=O)[O-])cc1C	0.2	4	11	u	3	u	u	u	15	u	u
7	COc1ccccc1NC(=O)C1(C)Cc2ccccc2C(=O)O1 (stereo not given)	0.8	22	15	107	3	102	101	109	x	100	102
8	S=C1NCN(C2CCCCC2)CN1Cc1ccccc1	0.1	6	8	100	0	98	101	107	8	104	100
9	CCCCc1ccc(NC(=O)C2CCCO2)cc1 (stereo not given)	0.3	9	10	103	1	103	103	109	x	101	100
10	c1ccc2nc(-c3ccncc3)ccc2c1	0.0	10	13	99	1	100	100	102	-10	103	100
11	COc1ccc(/C=C/C(=O)c2cc(Br)ccc2OC(=O)c2ccco2)cc1OC	4.0	4	23	99	18	97	99	101	-14	96	97
12	Cc1occc1C(=O)N/N=C/c1c[nH]c2ccccc12	-0.1	29	9	104	3	102	101	109	x	101	101
13	CCc1ccc(OCC(O)CNC(C)(C)C)cc1 (stereo not given)	0.8	13	14	110	2	104	103	112	-24	97	99
14	O=C(CSc1nnc(-c2ccncc2)o1)c1cccc([N+](=O)[O-])c1	0.2	9	17	91	4	93	91	100	x	98	95
15	O=C1[C@@H]2CSCN2C(=O)CN1CCc1cccc(F)c1	0.5	6	34	104	2	101	99	105	x	101	104
16	O=C(CSc1nnc(-c2ccc(S(=O)(=O)N3CCCC3)cc2)o1)NCC1CCCO1 (stereo not given)	0.7	8	58	98	4	98	96	98	x	104	99
17	CCC(C)NC(=O)CSC1=Nc2ccccc2C2=NC(CCC(=O)NCc3ccco3)C(=O)N12 (stereo not given)	0.3	33	14	99	2	96	95	96	8	93	94
18	CNc1cc(C)nc(-n2nc(C)cc2C)n1	0.3	15	28	104	1	101	99	108	15	100	101
19	COCCCn1c(SCC(=O)Nc2nc3ccccc3s2)nnc1-c1ccoc1C	0.8	7	29	100	4	103	100	106	9	102	99
20	Cc1cc(C)cc(NC(=S)Nc2ccccn2)c1	0.2	2	6	102	1	104	102	105	-4	98	102

# Ordered by count of non-hydrogen atoms (largest number first): some entries from above
no.	SMILES	ABCB1 inh	Avidin bead fluor	GSH fluor	Cdc42 wt GTP	ABCG2 block	HRas wt GTP	Rac1 mut GTP	Rac1 wt GTP bind	Pf gametocyte	Rab7 wt GTP bind	Rab2A wt mod
1	CCOC(=O)c1c(C)[nH]c(C)c1C(=O)CSc1nc2ccccc2c(=O)n1-c1ccc(Cl)cc1	8.4	3	7	97	0	97	99	100	-13	102	97
16	O=C(CSc1nnc(-c2ccc(S(=O)(=O)N3CCCC3)cc2)o1)NCC1CCCO1 (stereo not given)	0.7	8	58	98	4	98	96	98	x	104	99
11	COc1ccc(/C=C/C(=O)c2cc(Br)ccc2OC(=O)c2ccco2)cc1OC	4.0	4	23	99	18	97	99	101	-14	96	97
5	Cc1ccnc(N2CCC(C(=O)Nc3ccc4c(c3)CCC4)CC2)n1	0.0	26	14	103	0	100	100	106	-11	102	100
14	O=C(CSc1nnc(-c2ccncc2)o1)c1cccc([N+](=O)[O-])c1	0.2	9	17	91	4	93	91	100	x	98	95
6	Cc1ccc(SCC(=O)Nc2ccc(F)cc2[N+](=O)[O-])cc1C	0.2	4	11	u	3	u	u	u	15	u	u
4	CN1C(=O)C(=O)N(CC(=O)N2CCc3ccccc32)C1=O	0.7	5	37	102	2	102	99	101	-30	100	101
8	S=C1NCN(C2CCCCC2)CN1Cc1ccccc1	0.1	6	8	100	0	98	101	107	8	104	100
9	CCCCc1ccc(NC(=O)C2CCCO2)cc1 (stereo not given)	0.3	9	10	103	1	103	103	109	x	101	100
18	CNc1cc(C)nc(-n2nc(C)cc2C)n1	0.3	15	28	104	1	101	99	108	15	100	101

# Next part:
no.	SMILES	ABCB1 inh	Avidin bead fluor	GSH fluor	Cdc42 wt GTP	ABCG2 block	HRas wt GTP	Rac1 mut GTP	Rac1 wt GTP bind	Pf gametocyte	Rab7 wt GTP bind	Rab2A wt mod
21	Cc1ccc(NC(=O)/C=C/c2ccc3c(c2)OCO3)nc1	-0.1	3	6	100	1	101	101	109	x	99	99
22	CCc1ccc(NC(=O)C(C)OC(=O)c2ccc(NS(=O)(=O)c3ccc(C)c([N+](=O)[O-])c3)cc2)cc1 (stereo not given)	-1.7	14	4	101	-6	98	102	104	16	90	100
23	COc1ccc(/C=C/C(=O)Nc2ccc3c(c2)CCC3)cc1OC	-5.0	11	22	99	4	98	98	101	3	99	99
24	Cc1cc(C(=O)N/N=C/c2ccc(N3CCOCC3)cc2)c(C)o1	-3.4	8	15	95	-4	93	90	96	x	99	94
25	Fc1ccc(CSc2nncn2NCc2ccccc2)cc1	0.5	7	18	102	0	103	102	106	-30	98	104
26	CC(C)CNC(=O)c1cc(-c2ccc(Cl)c(Cl)c2)on1	-0.1	9	12	106	2	106	102	110	x	108	106
27	COc1cccc(-c2nnc(NC(=O)c3ccc4ncsc4c3)o2)c1	-0.1	8	4	93	-1	95	94	93	-13	94	92
28	O=C1OCc2cc(NC(=O)C3COc4ccccc4O3)ccc21 (stereo not given)	-0.2	6	13	106	6	100	100	112	x	99	102
29	CC(=O)NCc1cccc(CNC(C)=O)n1	-0.1	9	8	103	5	102	102	107	16	99	99
30	CC(OC(=O)c1ccc2c(=O)n3c(nc2c1)CCC3)C(N)=O (stereo not given)	0.9	24	12	99	4	100	99	98	16	103	102
31	CCc1cccc(Oc2nn[nH]n2)c1	0.1	8	24	100	1	100	100	100	x	103	101
32	Cc1ccc(Sc2c(C(=O)Nc3ccc(F)cc3F)c(C(F)(F)F)nn2C)cc1	0.8	25	12	92	8	93	98	93	5	102	101
33	Cc1ccc(OCCCC(=O)NCc2ccco2)c(C)c1	0.3	9	18	98	9	98	97	98	x	106	101
34	Cc1ccc(S(=O)(=O)N(C)CC(=O)OCC(=O)c2c(N)n(C)c(=O)n(C)c2=O)cc1	0.4	13	20	99	14	97	95	99	-11	96	95
35	COC(=O)c1cc(Sc2c(Cl)cccc2Cl)ccn1	-0.2	10	21	100	0	95	95	95	x	98	95
36	C=CC12C=CC=CN1C(C(=O)OC)=C(C(=O)OC)C(C(=O)OC)=C2C(=O)OC (stereo not given)	0.6	2	7	102	8	102	100	104	2	105	102
37	CCn1c(C2CC(=O)N(Cc3ccccc3)C2)nc2ccccc21 (stereo not given)	-1.0	7	18	104	-1	104	99	107	x	106	104
38	O=C(CN1CCOCC1)n1c2c(c3ccccc31)CCCC2	-0.1	9	27	96	12	98	96	99	x	95	95
39	COc1cccc(N(C(=O)c2ccco2)c2nc(-c3sc(NC(=O)c4ccco4)nc3C)cs2)c1	-0.7	14	10	99	-3	100	98	101	x	97	97
40	COC(=O)c1cc(NC(=O)Nc2ccccc2OC)cc(C(=O)OC)c1	-0.2	8	9	101	0	101	99	104	-39	102	101
41	O=C(O)c1cc(-c2ccc3c(c2)OCO3)nc2ccc(Br)cc12	-1.2	5	20	90	-2	92	90	94	3	103	91
42	CCC(Sc1ncnc2sc(C)c(C)c12)C(=O)OC (stereo not given)	0.1	8	5	98	0	99	97	99	x	98	96
43	CCC(c1nnnn1C(C)(C)C)N(Cc1ccco1)Cc1cc2cccc(C)c2[nH]c1=O (stereo not given)	1.3	7	6	100	2	101	99	103	3	99	98
44	Cc1[nH]nc(SCC(=O)NC2CCCCC2)c1[N+](=O)[O-]	-1.0	5	10	101	-1	100	96	101	11	107	100
